Screening results (PubChem BioAssay)
FBW7 act – FBW7 E3 ligase activators, primary screen, biochemical, AlphaScreen, human; AID 1259310, 2017; F-box/WD repeat-containing protein 7 (Homo sapiens), Q969H0; AlphaScreen FBW7–phospho-cyclin E peptide binding, activator screen; 650,000 compounds, 0.13% hits; normalized activity (activation), % at 26.1 µM; in the data active means normalized activity above about 1.9%;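 further: purified mutant Fbw7 with reduced substrate affinity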
GPR151 activ – activators of human GPR151, primary screen, cell-based, PathHunter beta-arrestin, luminescence | G-protein coupled receptor 151 (Homo sapiens), Q8TDV0 | PathHunter beta-arrestin GPR151 cells | activation, % at 11.2 µM | 650,000 compounds, 1% hits; in the data active means activation above about 4.9%;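 further: 0% = median of compound wells and 100% = cells with positive control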
Target sequence (Q8TDV0 whole entry, looked up): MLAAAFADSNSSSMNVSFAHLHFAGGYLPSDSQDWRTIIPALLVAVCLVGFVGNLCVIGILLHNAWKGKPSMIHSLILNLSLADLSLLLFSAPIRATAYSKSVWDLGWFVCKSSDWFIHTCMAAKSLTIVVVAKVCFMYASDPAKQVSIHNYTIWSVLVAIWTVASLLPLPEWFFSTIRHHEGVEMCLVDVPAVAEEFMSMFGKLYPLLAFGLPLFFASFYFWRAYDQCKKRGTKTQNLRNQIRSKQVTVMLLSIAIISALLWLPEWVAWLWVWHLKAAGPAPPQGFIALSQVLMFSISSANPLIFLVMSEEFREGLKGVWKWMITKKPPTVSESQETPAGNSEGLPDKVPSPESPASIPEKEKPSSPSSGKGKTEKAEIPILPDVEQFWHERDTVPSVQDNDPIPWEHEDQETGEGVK
TEAD-YAP block – TEAD-YAP interaction inhibition, primary screen, TEAD-YAP interaction inhibitor project, luminescence, HEK-TIYL cells | TEAD-Gal4/YAP UAS-luciferase luminescence | inhibition, % at 9.12 µM | 640,000 compounds, 1.4% hits; in the data active means inhibition above about 32%;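 further: 0% = median of test compound wells and 100% = reference inhibitor wells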
MITF inh – MITF inhibitors, primary screen, biochemical, AlphaScreen, human | inhibition, % at 2.6 µM | 650,000 compounds, 0.91% hits | Microphthalmia-associated transcription factor (Homo sapiens), O75030 | AID 1259374, 2018 | AlphaScreen MITF homodimerization, bead proximity signal; in the data active means inhibition above about 50%;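 further: 0% = vehicle wells with protein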
Target sequence (O75030 whole entry, looked up): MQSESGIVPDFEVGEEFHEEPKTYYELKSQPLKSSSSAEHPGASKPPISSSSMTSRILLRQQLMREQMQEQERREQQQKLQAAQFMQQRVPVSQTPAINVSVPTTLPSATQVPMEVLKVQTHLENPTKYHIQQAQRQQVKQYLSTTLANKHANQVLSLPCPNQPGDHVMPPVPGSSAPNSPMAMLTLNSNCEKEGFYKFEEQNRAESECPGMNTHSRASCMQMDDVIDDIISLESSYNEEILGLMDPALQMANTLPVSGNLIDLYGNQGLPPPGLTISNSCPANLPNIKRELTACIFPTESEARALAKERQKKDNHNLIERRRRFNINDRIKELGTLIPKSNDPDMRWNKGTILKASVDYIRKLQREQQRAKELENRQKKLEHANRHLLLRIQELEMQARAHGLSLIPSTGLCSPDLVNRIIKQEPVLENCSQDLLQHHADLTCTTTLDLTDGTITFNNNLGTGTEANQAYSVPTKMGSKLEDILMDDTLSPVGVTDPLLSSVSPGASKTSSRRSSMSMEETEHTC
* hit, by the source's call; . = no result given. Compounds as they come. Share with any hit: about 3.5%.

molecule,FBW7 act,GPR151 activ,TEAD-YAP block,MITF inh
CCSc1ccc(C(=O)Nc2cccc(C)n2)cc1[N+](=O)[O-],-0.1,1.0,-7,-8
O=C(O)COc1ccc(NS(=O)(=O)c2ccc(C3CCCCC3)cc2)cc1,0.0,-1.1,2,15
Cc1nc(C)c(C(=O)Nc2cccc(C(F)(F)F)c2)o1,-0.1,-0.6,8,21
COc1ccc(C2C3=C(CC(C)(C)CC3=O)Nc3nc(C(F)(F)F)nn32)cc1OC (stereo not drawn),0.1,-0.6,2,-7
O=C1OC(C(=O)Nc2c(Cl)cccc2Cl)Cc2ccccc21 (stereo not drawn),0.3,-1.5,-2,14
O=C(Nc1ccc(CN2CCOCC2)cc1)c1cc(Br)ccc1Cl,-0.1,-0.8,4,3
COc1ccccc1CNC(=O)CCCCCn1nnc2ccccc2c1=O,0.0,1.3,-2,-3
O=C(c1ccc2c(c1)OCCO2)N1CCCC(c2ccn[nH]2)C1 (stereo not drawn),0.4,0.3,2,21
Cc1ccccc1NC(=O)Cn1c(=O)oc2cc(S(=O)(=O)N3CCCCCC3)ccc21,-0.1,0.8,-2,1
CCOC(=O)N1CCN(S(=O)(=O)c2ccc(C(=O)Nc3cccc(Br)c3)cc2)CC1,0.0,0.9,-2,-3
CN1CCC(N(C)S(=O)(=O)c2ccc(Cl)cc2)CC1,0.0,2.3,4,-6
COc1cccc2c1OCCCN(Cc1nc(-c3ccccn3)no1)C2,0.2,0.3,-7,6
Cc1cc(NS(=O)(=O)c2ccccc2[N+](=O)[O-])ccc1O,0.0,-1.3,-6,5
CC(=O)Nc1ccc(Nc2nc(NCc3cccnc3)nc3c2ncn3-c2ccsc2)cc1,-0.1,-1.7,22,-7
Cc1cccc(Oc2nnc(-c3cccs3)c3ccccc23)c1,0.2,-1.4,6,-8

New compounds follow.
molecule,FBW7 act,GPR151 activ,TEAD-YAP block,MITF inh
CCCOc1ccc(C2C(=O)N(C3CCCCCC3)CC(=O)N2Cc2ccccc2)cc1OC (stereo not drawn),0.4,1.1,-7,-6
CCOc1ccc2[nH]c(=O)c(CN(CCCO)S(=O)(=O)c3ccc(C)cc3)cc2c1,-0.2,0.2,2,-6
CCCOc1ccc(/C(O)=C2\C(=O)C(=O)N(c3ccccn3)C2c2ccccc2F)cc1C (stereo not drawn),0.1,0.6,-4,-5
CCC(=O)N1CCc2cc(S(=O)(=O)N(C)CC(OC)OC)ccc21,0.2,0.2,-1,2
COc1ccc(-c2nc3n(n2)C(c2cc(OC)ccc2OC)C(C(N)=O)=C(C)N3)cc1 (stereo not drawn),0.0,1.2,2,9
CC(=O)OCC1OC(n2ccc(=O)[nH]c2=S)C(OC(C)=O)C1OC(C)=O (stereo not drawn),-0.2,1.4,-9,-7
CCOC(=O)c1sc(Nc2ccccn2)nc1C,0.1,0.0,6,10
CCOC(=O)C1=C(C)N(c2ccc(OCC)cc2)C(C)=C(C(=O)OCC)C1c1ccc(OC)c(Br)c1,-0.1,0.7,2,8
O=C1CC2(CCCC2)CC(=O)N1C1CCCCC1,-0.2,-0.4,3,-2
COc1cccc(C(=O)N/N=C(\C)CC(=O)Nc2ccc(N(C)C)cc2)c1,-0.4,-1.0,25,-2
CCOC(=O)Cc1nc2cc(S(C)(=O)=O)ccc2n1Cc1ccccc1,0.3,0.1,-1,10
Cc1nnc(NC(=O)C2CCCCC2C(=O)O)s1 (stereo not drawn),0.0,0.1,5,9
O=C(Nc1ccnn1C1CCN(Cc2cccc3c2oc2ccccc23)CC1)C1CCOC1 (stereo not drawn),0.0,0.6,-1,7
O=C(CSc1nnnn1-c1ccccc1)Nc1ccccc1F,0.1,0.3,0,2
Cc1ccc(C2CC(c3cccs3)=NN2C(=O)CSc2nnc(CNC(=O)COc3ccccc3)n2Cc2ccccc2)cc1 (stereo not drawn),-0.1,0.4,-15,-13

Continuation.
molecule,FBW7 act,GPR151 activ,TEAD-YAP block,MITF inh
O=C(Nc1cccc(-c2nc3ccc(NC(=O)c4cccnc4)cc3o2)c1)c1cccnc1,0.0,2.1,41*,5
CC(C)c1ccc(-c2c(NCc3ccco3)c(=O)c2=O)cc1,0.0,1.5,5,8
O=C(NCc1cccnc1)C(=O)Nc1cccc(F)c1,0.0,-0.3,-9,1
Cc1ccc(CNc2nc3ccccc3n3nnnc23)cc1,0.2,3.8,-3,0
Cc1ccccc1C(=O)OCc1ccc([N+](=O)[O-])cc1,-0.1,1.5,6,10
COc1cccc2c3c(c(C)nc12)CC(C)S3 (stereo not drawn),-0.2,-1.4,-34,4
O=C(NCCO)c1cc(S(=O)(=O)N2CCCCC2)ccc1Cl,0.1,-0.5,0,13
COCCNC(=O)c1cccc(OC2CCN(C3C4CC5CC(C4)CC3C5)CC2)c1 (stereo not drawn),0.1,-1.2,3,11
Cc1ccc(N(C(=O)CC2NC(=O)NC2=O)C2(C(=O)NC3CCCC3)CCCCC2)cc1 (stereo not drawn),1.1,1.2,-3,14
Cc1cccc(C)c1N(C)S(=O)(=O)c1ccc2[nH]cc(C(=O)NCc3ccco3)c(=O)c2c1,0.2,1.0,5,1
CCOC(=O)c1sc(NC(=O)CN2C[C@@H](C)N(Cc3ccco3)C[C@H]2C)nc1C,0.1,-0.1,-3,13
CN1CCN(CCOCCOc2ccc(Cl)cc2C(C)(C)C)CC1,0.1,2.2,2,68*
C/C=C/C=C/C(=O)OCC(=O)c1cc(OC)ccc1OC,0.4,0.6,3,6
Cc1ccc(Nc2ncnc3c2cnn3-c2ccc(Cl)cc2)cc1,0.0,2.7,-14,-7
Cc1cc(/C=C2/NC(=O)N(Cc3ccc(Br)cc3)C2=O)c(C)n1-c1sc2c(c1C#N)CCCC2,0.1,0.4,5,0

Continued:
molecule,FBW7 act,GPR151 activ,TEAD-YAP block,MITF inh
CCCCC[C@H](O)/C=C/[C@@H]1[C@@H](C/C=C\CCCC(=O)N(C)C)[C@@H](O)C[C@H]1O,.,-0.9,.,-17
O=C(Nc1cccc(-c2nc3ncccc3o2)c1)c1ccc(-c2ccc(F)cc2)o1,0.7,-0.4,-5,14
C=CCOc1c(Cl)cc(CNCCCN2CCOCC2)cc1OCC,0.1,-0.2,-5,6
O=C(CCNS(=O)(=O)c1cccs1)N1CCN(c2ccc(F)cc2)CC1,-0.1,-0.6,2,0
Cc1ccc(Cn2cc(C(=O)Nc3ccc(Br)cc3)ccc2=O)cc1,0.0,0.3,-7,-8
COc1ccc(CCNC(=O)CSc2nc3cc(C(=O)NCc4ccccc4)ccc3c3nc4ccccc4n23)cc1OC,0.0,-0.7,14,6
Cc1cc(/C=C2\C(=O)NC(=S)N(c3cccc(Br)c3)C2=O)c(C)n1C,-0.1,-1.7,-12,13
CC1CCC(N2CC(=O)N(CCc3ccc(Cl)cc3)C(c3ccc(F)cc3)C2=O)CC1 (stereo not drawn),0.0,-0.1,-3,3
CNC(=O)[C@@H]1C[C@@H](NCc2c(F)cccc2F)CN1Cc1cccc2ccccc12,0.1,0.4,-3,-6
COc1ccccc1/C=C(\CC(=O)O)c1nc2ccccc2s1,0.2,-0.2,9,24
CC(C)(C)NC(=O)c1ccccc1NS(=O)(=O)c1ccc(F)cc1,-0.1,0.2,-14,2
CCOc1ccc2nc(SC3CC(=O)N(c4ccc(C)cc4)C3=O)sc2c1 (stereo not drawn),0.1,1.1,-4,4
COc1ccc([C@@H]2C[C@H](C(=O)NCC3CCCO3)N(C)S(=O)(=O)N2)cc1 (stereo partly drawn),-0.1,1.3,6,2
CCCc1[nH]nc2c1C(c1ccc(C(C)C)cc1)C(C#N)=C(N)O2 (stereo not drawn),0.1,-0.3,2,11
Cn1c(=O)[nH]c(=O)c2c1nc(SCC(=O)O)n2CC(=O)c1ccc(Cl)cc1,0.4,-1.4,-1,27

Next part; the last 4 above are carried over.
molecule,FBW7 act,GPR151 activ,TEAD-YAP block,MITF inh
CCOc1ccc2nc(SC3CC(=O)N(c4ccc(C)cc4)C3=O)sc2c1 (stereo not drawn),0.1,1.1,-4,4
COc1ccc([C@@H]2C[C@H](C(=O)NCC3CCCO3)N(C)S(=O)(=O)N2)cc1 (stereo partly drawn),-0.1,1.3,6,2
CCCc1[nH]nc2c1C(c1ccc(C(C)C)cc1)C(C#N)=C(N)O2 (stereo not drawn),0.1,-0.3,2,11
Cn1c(=O)[nH]c(=O)c2c1nc(SCC(=O)O)n2CC(=O)c1ccc(Cl)cc1,0.4,-1.4,-1,27
Cc1ccc(NS(=O)(=O)c2ccc(NC(=O)c3cccs3)cc2)cc1,0.1,0.9,15,8
CCOC(=O)c1c(C)c(C(=O)Nc2cc(OC)ccc2OC)c(C)n1CC,-0.3,2.7,27,5
O=C(c1cnn2c(C(F)(F)F)cc(-c3ccc(Br)cc3)nc12)N1CCc2ccccc2C1,0.0,1.3,10,0
CC(C)NC(CC(=O)Nc1ccccc1Cl)C(=O)O (stereo not drawn),0.1,-0.4,-2,5
CCCCn1c(=S)[nH]c2ccsc2c1=O,0.1,-1.6,5,-21
COc1ccc2cc(CN(C(=O)c3cccnc3)C3CCCC3)c(=O)[nH]c2c1,0.3,-0.4,3,-8
O=C(Cc1ccccc1)NCc1nnc(SCC(=O)N2N=C(c3cccs3)CC2c2ccc(F)cc2)n1-c1ccc(F)cc1 (stereo not drawn),0.3,-0.8,20,9
CCOC(=O)c1c(C)n(C)c2cc(CN(C)C)c(O)c(S(=O)(=O)c3ccccc3)c12,0.0,-0.1,5,-1
CC1CN(c2[nH]c(=O)n(C)c(=O)c2Cc2ccc(C(C)(C)C)cc2)CC(C)O1 (stereo not drawn),0.4,2.6,-5,10
O=C(NCC1Cc2cc(F)cc(-c3ccccn3)c2O1)c1ccc(F)cc1 (stereo not drawn),-0.1,0.0,2,4
CCc1ccc(Nc2cc(C(=O)NCCN3CCOCC3)c3ccccc3n2)cc1,1.0,0.2,11,-7
O=C(Nc1ccc2c(c1)OCCO2)C1CC2CCCN2C12C(=O)Nc1ccccc12 (stereo not drawn),0.1,1.1,-8,9
COC(CNC(=O)c1cccc(-n2c(=S)[nH]c3cc(Cl)ccc3c2=O)c1)OC,0.2,0.9,-4,3
O=C(N/N=C/c1cc2c(cc1Br)OCO2)c1ccc(Br)cc1,0.2,0.1,-2,14
COc1ccccc1-c1nnc(SCc2ccc([N+](=O)[O-])cc2)n1C,0.1,-2.0,-8,17

Results in TEAD-YAP block, MITF inh and GPR151 activ (four entries from above):
SMILES	TEAD-YAP block	MITF inh	GPR151 activ
CCc1ccc(Nc2cc(C(=O)NCCN3CCOCC3)c3ccccc3n2)cc1	11	-7	0.2
O=C(Nc1ccc2c(c1)OCCO2)C1CC2CCCN2C12C(=O)Nc1ccccc12 (stereo not drawn)	-8	9	1.1
COC(CNC(=O)c1cccc(-n2c(=S)[nH]c3cc(Cl)ccc3c2=O)c1)OC	-4	3	0.9
O=C(N/N=C/c1cc2c(cc1Br)OCO2)c1ccc(Br)cc1	-2	14	0.1

Remaining list, next part:
molecule,FBW7 act,GPR151 activ,TEAD-YAP block,MITF inh
COCCN1C(=O)CC(CC(=O)NCCCn2cccn2)(c2ccccc2C)C1=O (stereo not drawn),0.3,0.0,2,5
CCOc1ccc(C2C(C#N)=C(N)N(c3ccc(OC)cc3)C3=C2C(=O)CC(C)(C)C3)cc1 (stereo not drawn),0.1,-0.8,47*,8
CCc1cc(=O)[nH]c(-n2nc(-c3ccco3)cc2NC(=O)C2c3ccccc3Oc3ccccc32)n1,0.0,1.7,6,9
CCOC(=O)CSc1n[nH]c(NC(C)=O)n1,-0.1,2.1,-3,-9
Cn1c(N2CCN(C(=O)Nc3ccc(Cl)cc3)CC2)nc2ccccc21,-0.1,-0.6,-1,0
Cn1c(SCCN2CCOCC2)nnc1-c1ccncc1,-0.1,-1.0,-2,-2
CCOC(=O)c1cccc(NC(=O)CSc2nnc(C)s2)c1,0.0,0.4,8,3
CSc1ncc(Cl)c(C(=O)Nc2nc3ccc(S(C)(=O)=O)cc3s2)n1,0.0,4.8,1,14
COc1ccc(S(=O)(=O)N(CC(=O)N2CCCCCC2)c2ccc(C)cc2)cc1OC,0.2,0.2,-5,-3
COC(=O)c1cn(-c2ccccc2)nc1-c1ccc(F)cc1,0.1,3.7,-18,-13
